# Compound activity from PubChem BioAssay.
# Large T inhibition – SV40 large T antigen inhibitors, biochemical (AID 1903); SV40 large T antigen ATPase/helicase inhibition assay; higher % means a stronger effect; one-dose inhibition, % at 20 µM; IC50 in µM for titrated hits; 310,000 compounds, 0.39% hits; in the data active = a potency from the dose series; inconclusive = inhibition mostly from about 32% at the one dose, without a potency; inactive = the rest, 99 in 100 with inhibition below about 32%; note: strong numbers were not always called active
# RSV antiviral HEp-2 – RSV antiviral activity via CPE protection, HEp-2 cells, primary 10 µM value included (AID 2391) | HEp-2 cells, RSV-induced CPE inhibition; higher % means a stronger effect | one-dose CPE inhibition, % at 10 µM; IC50 in µM for titrated hits | 310,000 compounds, 0.13% hits; in the data active = a potency from the dose series; inconclusive = CPE inhibition mostly from about 23% at the one dose, without a potency; inactive = the rest, 99 in 100 with CPE inhibition below about 21%; note: strong numbers were not always called active
# PhoP inhibition – inhibitors of PhoP regulon expression, primary screen, Salmonella Typhimurium, GFP reporter (AID 1863); S. Typhimurium PhoP-regulated promoter GFP reporter, 4 h; higher % means a stronger effect; inhibition, % at 50 µM, or IC50 in µM where a hit was titrated; 300,000 compounds, 0.16% hits;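 active = inhibition over 29.93%, a cutoff 3 SD above the screen mean, later confirmed by dose response; inconclusive = inhibition over 29.93% but no dose response follow-up; inactive = inhibition at most 29.93% or unconfirmed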;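 note: 0% = low Mg2+ inducing control and 100% = high Mg2+ repressing control; strong numbers were not always called active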
# PMI inhibition – human PMI inhibitors, high substrate, primary screen, biochemical, fluorescence intensity, high mannose 6-phosphate (AID 1220). Mannose-6-phosphate isomerase (Homo sapiens). recombinant PMI enzyme, coupled fluorescence intensity; higher % means a stronger effect. inhibition, % at 20 µM; hits with a dose series show IC50 in µM. 190,000 compounds, 0.66% hits
# TNAP activation fold – human TNAP enzyme activators, primary screen, biochemical, luminescent, no phosphate acceptor, uHTS (AID 1001) | purified TNAP, luminescent activation assay, no phosphate acceptor; higher activation fold means a stronger effect | activation fold at 20 µM, or EC50 in µM where a hit was titrated | Alkaline phosphatase, tissue-nonspecific isozyme (Homo sapiens) | 200,000 compounds, 0.03% hits; in the data active = activation fold from about 3, or a potency from the dose series; inactive = the rest, 99 in 100 with activation fold below about 1.6; note: many of its hits are not listed in these tables
# Insulin prom up – insulin promoter activators in MIN6 cells, imaging, high-content screening, mouse beta cells; MIN6 insulin promoter-GFP reporter; hits give high values; z-score at 5 µM; 190,000 compounds, 0.3% hits; AID 1625, 2009;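 active = z-score above 3 at 5 µM with at least 500 cells counted in the well; inconclusive = wells under 500 cells, flagged as cytotoxic or low count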
# CSM14.1 death rescue – rescue of cells from ER stress-induced death, primary screen, 384-well, CSM14.1, thapsigargin, ATP luminescence (AID 1222). CSM14.1 thapsigargin-induced death rescue, ATP luminescence; higher % means a stronger effect. cellular ATP content (survival), % at 20 µM, or EC50 in µM where a hit was titrated. 190,000 tested, under 10 active;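 active = EC50 below 50 µM in the dose-response confirmation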;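 note: death triggered by thapsigargin at about 15 µM added after 2 h compound pretreatment; cell ATP read after overnight thapsigargin exposure of roughly 18 to 22 hours; normalized against plate controls of thapsigargin alone and 5% DMSO vehicle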
# West Nile antiviral – West Nile virus antiviral activity, cell-based, CPE readout (AID 1621); West Nile virus-infected cells, CPE inhibition; higher % means a stronger effect; one-dose CPE inhibition, % at 10 µM; IC50 in µM for titrated hits; 290,000 compounds, 0.02% hits; in the data active = a potency from the dose series; inconclusive = CPE inhibition mostly from about 3.7% at the one dose, without a potency; inactive = the rest, 99 in 100 with CPE inhibition below about 2.2%; note: strong numbers were not always called active
# human PMI inhibition – inhibitors of human PMI, primary screen, biochemical, fluorescence intensity, coupled assay (AID 1209). Mannose-6-phosphate isomerase (Homo sapiens). purified PMI enzyme, coupled fluorescence intensity; higher % means a stronger effect. inhibition, % at 20 µM; hits with a dose series show IC50 in µM. 190,000 compounds, 0.42% hits;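 note: plate controls were DMSO vehicle for no effect and wells lacking substrate for full effect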
# Insulin prom up cell count – also measured in Insulin prom up; calls as there; cell count; measured here: cytotoxicity, nuclei count;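 total cells summed across four imaged fields per well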
# * hit, by the source's call; ? = inconclusive; · = not tested or not shown. Cut-off read from the data, not from the text of the source, unless noted: active = inhibition above about 50%; inactive = the rest.
# Values run as follows: Large T inhibition	RSV antiviral HEp-2	PhoP inhibition	PMI inhibition	TNAP activation fold	Insulin prom up	Insulin prom up cell count	CSM14.1 death rescue	West Nile antiviral	human PMI inhibition
- COCc1cc(C)nc(SCc2ccccc2)c1C#N
→ 10.5%	3.8%	-3.3%	·	·	·	·	·	0.6%	·
- Cn1c(SCC(=O)Nc2sc3c(c2C#N)CCC3)nnc1C1COc2ccccc2O1 (centres undefined)
→ 9.7%	3.0%	-15.6%	1.5%	1.2	-0.34	1586	-0.1%	-0.9%	4.0%
- CC1CCN(C(=O)c2ccccc2NS(=O)(=O)c2ccccc2)CC1
→ 17.8%	1.9%	-0.2%	·	·	·	·	·	-0.1%	·
- CC1=NN(C(=O)c2ccc(Cn3nc(C)c([N+](=O)[O-])c3C)cc2)C(O)(C(F)(F)F)C1 (centres undefined)
→ -1.7%	1.4%	2.7%	-12.6%	1.2	-1.08	817	2.6%	0.4%	-12.1%
- Cc1ccc2[nH]c(=O)c(CN(CCCO)S(=O)(=O)c3c(C)ccc4nsnc34)cc2c1
→ -0.5%	1.0%	1.8%	16.0%	1.1	0.46	1857	-1.6%	-0.2%	16.5%
- CC(=O)N1CCc2ccc(C(=O)CN3CCN(c4cccc(C)c4C)CC3)cc21
→ 8.2%	·	-3.0%	-73.6%	1	·	·	2.8%	1.1%	-25.2%
- Cc1cc(CNC(=O)COc2c(F)c(F)cc(F)c2F)c2ccccc2n1
→ 9.3%	0.5%	4.6%	-7.5%	1	0.75	1651	2.0%	-1.0%	-7.7%
- O=C(NC1CCCCC1)C1CC(=O)N(Cc2ccccc2)C1 (centres undefined)
→ 3.1%	1.9%	1.6%	·	·	·	·	·	-0.4%	·
- N#Cc1ccc(Cl)cc1NC(=O)CNCc1cccs1
→ -6.2%	0.1%	10.7%	·	·	·	·	·	-0.5%	·
- COc1ccccc1NC(=S)N/N=C/c1ccc(O)cc1
→ ?	7.2%	15.0%	4.7%	1.1	-0.09	1140	-4.5%	-0.3%	-1.2%
- COc1ccc(N(C(C)C(=O)N/N=C/c2ccc(OC(C)C)cc2)S(C)(=O)=O)cc1 (centres undefined)
→ 3.3%	2.7%	5.2%	2.4%	1.1	0.2	1311	-1.7%	-0.4%	2.7%
- CC(Oc1ccc(Cl)cc1Cl)C(=O)NCCN1CCOCC1 (centres undefined)
→ 3.5%	0.3%	-2.1%	5.1%	1.1	0.02	1109	-0.7%	1.0%	-6.9%
- CC(C)Oc1ccc(C(CC(=O)O)NC(=O)C2CCCCC2)cc1 (centres undefined)
→ 8.3%	2.3%	-4.7%	-9.0%	1.1	-0.08	1633	0.8%	-0.1%	-6.7%
- Cc1ccn(CC(=O)N2CCCC(C(=O)c3cccc4ccccc34)C2)n1 (centres undefined)
→ 5.3%	0.6%	-6.3%	3.6%	1.1	-0.15	1457	1.9%	-1.6%	7.9%
- CCOc1ccccc1NC(=O)c1ccc2c(c1)C(=O)N(CC1CCCO1)C2=O (centres undefined)
→ 14.0%	2.5%	5.9%	·	·	·	·	·	0.0%	·
- Cc1nn(-c2ccccc2)c2[nH]c(=O)c(CNc3ccc4c(c3)OCCO4)cc12
→ 33.1%	5.5%	8.3%	54.2%*	1.1	0.53	1298	1.1%	0.0%	20.3%
- COc1cccc(N2CC(=O)N(NC(=O)c3sc4nc(C)cc(C)c4c3N)CC2=O)c1
→ 5.9%	·	-8.1%	·	·	-0.2	1360	·	0.2%	·
- N#C/C(=C\C1=C(N2CCOCC2)C(=C/c2cccc([N+](=O)[O-])c2)/CC1)C(=O)Nc1ccccc1F
→ 2.9%	3.4%	6.1%	12.7%	0.6	3.07*	1034*	-0.5%	-1.3%	12.3%
- CCOC(=O)c1ccccc1NC(=O)c1c(N)n(C)c(=O)[nH]c1=O
→ 9.7%	8.4%	-7.2%	·	·	·	·	·	0.8%	·
- COc1ccccc1-c1ccc(=O)n(CC(=O)NCc2ccc3c(c2)OCO3)n1
→ 4.9%	0.1%	-2.1%	-1.8%	1.1	-0.52	1200	1.4%	-0.2%	-5.3%
- N#C/C(=C/c1ccc(CNC(=O)C(=O)Nc2cc(Cl)cc(Cl)c2)o1)C(=O)NCc1cccnc1
→ 17.7%	2.1%	-17.5%	0.8%	1.2	0.02	1243	2.0%	-1.1%	12.0%
- COCCNC(=O)c1ccc(CN2CCOCC2)cc1
→ 9.3%	1.1%	-0.1%	-0.2%	1	0.12	1155	-1.4%	1.2%	-8.4%
- S=C(NCCC1=CCCCC1)Nc1ccccc1
→ 12.8%	-1.6%	-2.0%	11.0%	1	-0.96	1258	-0.6%	0.1%	14.5%
- COc1cccc(NC(=O)CSc2nnc(-c3ccoc3C)n2C)c1
→ 11.9%	3.1%	-3.4%	·	·	·	·	·	-0.9%	·
- Cc1ccc(NC(=O)OCc2ccccc2S(C)=O)cc1 (centres undefined)
→ 6.1%	1.2%	2.3%	5.7%	1	0.14	1293	-0.2%	-0.6%	-7.0%
- C/C(=N\OCc1ccc(C#N)cc1)c1ccc(S(=O)(=O)N(C)C)cc1
→ 3.7%	12.3%	-0.1%	·	·	·	·	·	-0.7%	·
- Cc1cccc(C)c1-n1c(C)cc(/C=C2\C(=O)NN(c3ccccc3)C2=O)c1C
→ 8.8%	7.55µM*	3.1%	0.9%	1	·	·	-1.1%	0.2%	12.3%
- Cc1cccc(C(C)C)c1NC(=O)COC(=O)CCN1C(=O)C2CC=CCC2C1=O (centres undefined)
→ -0.1%	0.5%	2.1%	·	·	·	·	·	0.2%	·
- CCn1c(=S)[nH]c2sc3c(c2c1=O)CCCCC3
→ 16.5%	5.4%	-8.0%	10.5%	1.2	0.95	1478	0.2%	0.8%	6.7%
- CC1(C)Cc2c(sc(NC(=O)Nc3ccccc3)c2C(N)=O)CO1
→ 8.2%	5.1%	-0.4%	·	·	·	·	·	-0.7%	·
- CCCN(CCO)Cc1ccc(Br)cc1
→ -2.9%	0.8%	1.6%	-14.9%	1	-1.15	1603	-0.9%	-0.3%	-10.6%
- CCC(=O)Nc1cccc(C2=NN(c3ccccc3)C(c3ccc(OC)cc3)C2)c1 (centres undefined)
→ 0.0%	?	6.7%	·	·	·	·	·	-0.3%	·
- CC(=O)c1ccc(NC(=O)COC(=O)CCN2C(=O)c3cccc([N+](=O)[O-])c3C2=O)cc1
→ 8.9%	1.3%	11.9%	7.2%	1	0.94	1307	-1.6%	0.3%	3.4%
- CCn1c(SCC(=O)N(C)c2c(N)n(Cc3ccccc3)c(=O)[nH]c2=O)nc2ccccc21
→ 15.8%	-1.1%	-11.5%	·	·	1.74	1361	·	0.5%	·
- CCC(CC)C(=O)Nc1cccc(C(=O)Nc2nnc(C)s2)c1
→ 2.3%	1.3%	7.6%	-6.2%	1.1	0.23	1431	1.4%	-0.1%	-5.1%
- O=S(=O)(c1cccc2nonc12)N1CCCCC1
→ 13.7%	2.4%	5.3%	·	·	·	·	·	0.2%	·
- CC(=O)OCc1c(C(F)(F)F)nn(C)c1SCc1ccc(Cl)cc1
→ 2.7%	-0.8%	2.9%	10.8%	1.1	0.49	839	2.3%	0.2%	18.0%
- COc1ccccc1OCC(=O)/C=C1/N(C)c2ccccc2C1(C)C
→ 3.6%	5.5%	-4.0%	4.1%	1.1	0.33	785	-0.4%	0.6%	-1.0%
- Cc1ccc(NC(=O)CSc2nnc(CSc3nc(C)cc(C)n3)n2Cc2ccco2)c(C)c1
→ 0.7%	2.4%	-13.5%	0.4%	1.2	-0.87	1217	·	-1.0%	2.7%
- COc1cc2cc(/C=C/C(=O)c3ccco3)c(Cl)nc2cc1OC
→ 17.0%	4.3%	-10.4%	-16.0%	1	-0.87	905	4.7%	2.7%	0.5%
- COC(=O)c1sccc1NC(=O)C1C2C=CC(C2)C1C(=O)O (centres undefined)
→ 12.1%	0.8%	3.6%	3.4%	1.1	·	·	-2.4%	0.0%	-0.3%
- O=C(COc1ccc([N+](=O)[O-])cc1Cl)Nn1cnnc1
→ 2.5%	-1.0%	-2.4%	·	·	·	·	·	-0.4%	·
- O=S(=O)(NC1=NCCC1)c1cccs1
→ 8.0%	0.5%	0.2%	10.6%	1	-0.03	1544	-3.7%	0.1%	13.5%
- NC(=O)c1nsc(C(=O)N(c2ccc(Cl)cc2)C(C(=O)NCC2CCCO2)c2cccs2)c1N (centres undefined)
→ 22.8%	2.8%	4.2%	3.4%	1	-1.01	1671	3.3%	-1.1%	5.5%
- Clc1ccc(N=c2ssnc2Cl)cc1
→ 7.5%	17.4%	1.1%	·	1.2	·	·	-0.1%	-0.9%	78.7%*
- COc1cccc(C(=O)c2c[nH]c(C(=O)NCCCN(C)C)c2)c1
→ 1.7%	-1.1%	6.4%	7.4%	1	1.13	1465	-0.5%	0.6%	8.8%
- O=C(COC(=O)Cc1cccs1)Nc1ccc(F)c(F)c1F
→ 13.3%	0.9%	2.1%	-4.5%	1.1	·	·	0.2%	0.3%	-3.0%
- COc1ccccc1NC(=O)N1CCCC1C(=O)NCc1ccccc1Cl (centres undefined)
→ 11.8%	2.4%	-0.6%	·	·	·	·	·	-0.2%	·
- CCN(CC)S(=O)(=O)c1cc(Br)ccc1OC
→ 8.6%	1.1%	3.2%	-8.4%	1	0.18	1132	-1.1%	-0.2%	2.9%
- COc1ccc(-c2cc(C)no2)cc1S(=O)(=O)NCCCN(C)Cc1ccccc1
→ 8.4%	0.5%	-1.1%	·	·	·	·	·	-1.6%	·
- Cc1cc(C)n(-c2cccc(F)n2)n1
→ 17.4%	1.3%	-4.9%	-6.5%	1.1	0.94	1152	-1.0%	1.6%	-8.0%
- CN(C)c1ccc(C(CN)c2c[nH]c3ccccc23)cc1 (centres undefined)
→ 13.2%	0.9%	-0.9%	9.5%	1.1	0.86	1257	0.0%	-1.5%	3.6%
- CCCN=CC1=C(O)CC(c2ccccc2)CC1=O (centres undefined)
→ 6.3%	1.9%	4.1%	1.9%	1.1	·	·	-2.5%	1.1%	4.3%
- CCCc1cc2c(cc1NC(=O)c1ccco1)OCO2
→ -2.8%	1.0%	-5.9%	22.8%	1.1	0.55	1554	0.6%	0.1%	3.9%
- O=C(COc1ccc(Br)cc1)NCCNC(=O)c1ccccn1
→ 3.7%	1.4%	-3.4%	·	·	·	·	·	-0.1%	·
- C/C(=C\c1ccccc1)C(=O)N1CCN(c2cccc(C(F)(F)F)c2)CC1
→ 10.9%	2.0%	-16.0%	6.3%	1.1	-0.56	1302	-1.8%	-2.0%	14.4%
- CCOC(=O)c1cc(-c2ccccc2)sc1NC(=O)COC(=O)c1ccc(Cl)c(S(N)(=O)=O)c1
→ -5.9%	-0.1%	-5.8%	4.9%	1	0.68	1431	-0.1%	-0.3%	3.8%
- CC(C)OCCCNC(=O)CN1C(=O)/C(=C/c2ccccc2F)Oc2ccccc21
→ 3.9%	1.9%	7.4%	·	·	·	·	·	-0.4%	·

# Rows are unselected. Share with any hit: about 1.5%.
